Pol kappa inh = qHTS for Inhibitors of Polymerase Kappa. DNA polymerase kappa (Homo sapiens), Q9UBT6. purified Pol kappa, fluorescent DNA synthesis assay, 10 min. Potency, µM (doses to about 107 µM), for the others: at the top dose activity, negative = inhibition, usual class: inhibitors. 400,000 tested, 0.53% active; note: potency is the fitted concentration of half-maximal effect; % is set by controls: 0 for no effect and ±100 for the full control effect
Target sequence (Q9UBT6 whole entry, looked up): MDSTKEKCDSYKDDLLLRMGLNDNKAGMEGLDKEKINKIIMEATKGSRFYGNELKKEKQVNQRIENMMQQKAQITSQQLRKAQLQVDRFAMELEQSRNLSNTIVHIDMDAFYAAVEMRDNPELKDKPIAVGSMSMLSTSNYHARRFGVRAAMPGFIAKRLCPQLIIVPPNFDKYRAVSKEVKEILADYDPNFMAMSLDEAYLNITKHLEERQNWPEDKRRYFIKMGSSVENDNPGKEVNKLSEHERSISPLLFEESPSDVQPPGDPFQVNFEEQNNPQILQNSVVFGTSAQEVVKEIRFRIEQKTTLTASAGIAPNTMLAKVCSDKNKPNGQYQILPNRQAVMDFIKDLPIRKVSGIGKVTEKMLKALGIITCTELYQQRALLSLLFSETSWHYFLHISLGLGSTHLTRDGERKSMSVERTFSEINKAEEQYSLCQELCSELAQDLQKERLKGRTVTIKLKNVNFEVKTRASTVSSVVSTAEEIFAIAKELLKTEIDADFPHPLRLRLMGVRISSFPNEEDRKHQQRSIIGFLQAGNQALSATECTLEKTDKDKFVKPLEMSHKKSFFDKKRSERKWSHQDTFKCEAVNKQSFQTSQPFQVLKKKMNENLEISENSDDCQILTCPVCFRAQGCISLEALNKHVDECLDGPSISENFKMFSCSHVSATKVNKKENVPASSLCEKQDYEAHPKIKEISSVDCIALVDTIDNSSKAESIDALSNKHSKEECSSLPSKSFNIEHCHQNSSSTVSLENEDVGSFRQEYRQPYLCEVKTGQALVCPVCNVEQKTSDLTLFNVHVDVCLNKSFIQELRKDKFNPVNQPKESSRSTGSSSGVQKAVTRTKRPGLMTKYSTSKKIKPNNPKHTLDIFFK
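10 nM Pol kappa preincubated 15 min at room temperature with compounds, then reaction started with substrate at 50 nM final. Fluorescence read kinetically at 0 and 10 min; buffer-only wells served as negative control.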
ERG-DNA inh = qHTS for Small Molecule Inhibitors of the ERG Ets/DNA interaction | fluorescence polarization, His-ERG Ets domain / labelled DNA | AID 624246, 2012 | Potency, µM (top dose mostly 76.9 µM), without a hit: at the highest dose FP activity, negative = inhibition, actives largely listed as inhibitors | 370,000 tested, 0.028% active; active = well fitted inhibition curve with a large enough effect in the polarisation, with a control signal flat; inconclusive = small, poorly fitted or top-dose-only effect, or effect the other way, or a change in a side signal; inactive = no such curve, though single readings can be large or run the other way; the % refers to the polarisation;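 note: polarization taken with two DNA probes labelled with fluorescein and Texas red; potency is the fitted concentration of half-maximal effect; % of control where 0% means no effect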
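His-tagged ERG Ets domain (1 uM in the protein solution; 300mM KCl, 50mM Tris-HCl, 1mM EDTA, 1mM DTT, pH 7.5) received compound, then a probe mix of 5 nM fluorescein-DNA and 100nM Texas-615-DNA. Fluorescence polarization was read for both dyes.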
Pol beta inh = qHTS Assay for Inhibitors of DNA Polymerase Beta; P06746; Potency, µM (doses to about 114 µM), inactives show at the highest dose activity change, negative = inhibition, usual class: inhibitors; Pol beta primer extension/strand displacement, fluorescence kinetic; AID 485314, 2010; 340,000 tested, 1.3% active; note: potency is the fitted concentration of half-maximal effect; % is set by controls: 0 for no effect and ±100 for the full control effect
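Enzyme-only controls used 10 nM Pol beta; buffer lacking enzyme served as negative control. Compound preincubated 15 min, then 50 nM substrate added; 0 and 10 min reads at room temperature.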
ALOX12 inh = Primary qHTS assay for inhibitors of human arachidonate 12S-lipoxygenase (ALOX12): Round 2. Polyunsaturated fatty acid lipoxygenase ALOX12 (Homo sapiens), P18054. purified 12hLO, xylenol orange hydroperoxide absorbance. Potency, µM (doses to about 108 µM), for the others: at the highest dose activity change, negative = inhibition, hits mostly inhibitors. 580,000 tested, 1.1% active; note: potency is the fitted concentration of half-maximal effect; % is set by controls: 0 for no effect and ±100 for the full control effect
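Purified human 12hLO (150 nM final) in 25 mM Hepes, 0.01% Triton X-100, pH 7.0 was preincubated 15 min at room temperature with compound. Then 40 uM arachidonic acid was added, 30 min. Hydroperoxide was read by Fe-XO absorbance ratio 573/405 nm.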
LDHA inh = qHTS assay for inhibitors of human lactate dehydrogenase; 480,000 tested, 0.15% active; activity change, % (values are at about 110 or 230 µM); purified LDHA, NADH/diaphorase-resazurin fluorescence; hits give low values; in the data active = activity change below about -30%; inconclusive = mostly about -25% to -30%;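 note: plate controls were DMSO wells for no effect and wells without enzyme for full effect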
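Remaining NADH was detected by diaphorase (0.133 mg/mL) converting 37 µM resazurin to fluorescent resorufin, read at 0 and 20 minutes. The preceding 5-minute room-temperature reaction used 2 nM LDHA, 0.2 mM sodium pyruvate and 0.06 mM NADH at pH 7.4.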
Pol eta inh = qHTS for Inhibitors of Polymerase Eta. DNA polymerase eta (Homo sapiens), Q9Y253. recombinant Pol eta, fluorescent DNA replication assay. Potency, µM (top dose mostly 114 µM), for inactives: top-dose activity change, negative = inhibition, most hits filed as inhibitors. 390,000 tested, 1.2% active; note: potency is the fitted concentration of half-maximal effect; % is set by controls: 0 for no effect and ±100 for the full control effect
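Fluorescent replication assay: 50 nM final substrate added after a 15 min room-temperature compound preincubation with 10 nM enzyme. Signal taken at 0 min and again at 10 min.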
RGS4 inh = Inhibitors of Regulator of G Protein Signaling (RGS) 4: qHTS; Potency, µM (doses to about 114 µM), inactives show at the highest dose activity change, negative = inhibition, actives largely listed as inhibitors; Transcreener GDP fluorescence polarization, RGS4-accelerated GTP hydrolysis; 390,000 tested, 0.039% active; note: potency is the fitted concentration of half-maximal effect; % is set by controls: 0 for no effect and ±100 for the full control effect; nearly all actives have a fitted effect of over 75% in size; some results filed as inactive show a strong effect at the top dose
Target sequence (P49798 whole entry, looked up): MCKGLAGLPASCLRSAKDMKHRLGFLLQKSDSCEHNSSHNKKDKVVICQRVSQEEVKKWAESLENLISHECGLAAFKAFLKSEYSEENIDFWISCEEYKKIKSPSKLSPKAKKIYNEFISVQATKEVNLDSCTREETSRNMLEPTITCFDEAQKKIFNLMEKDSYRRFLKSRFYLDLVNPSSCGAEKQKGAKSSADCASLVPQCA
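MLSMR compounds (23 nl, pin-transferred) preincubated 10 min at room temperature with a 500nM (2x) first reagent, then RGS4 at 900nM (2x) plus Transcreener GDP mix added; fluorescence polarization (620/688 nm) read before and after 90 min at 30 °C.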
APEX1 inh = qHTS Assay for Inhibitors of the Human Apurinic/apyrimidinic Endonuclease 1 (APE1); DNA repair nuclease/redox regulator APEX1 (Homo sapiens), P27695; recombinant APE1, TAMRA/BHQ-2 abasic DNA cleavage fluorescence; Potency, µM (top dose mostly 65.8 µM), inactives show at the top dose activity change, negative = inhibition, usual class: inhibitors; 350,000 tested, 0.35% active;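 note: potency is the fitted concentration of half-maximal effect; plate controls were vehicle for no effect and reference inhibitor for full effect; nearly all actives have a fitted effect of over 55% in size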
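Incision of a quenched TAMRA/BHQ-2 THF abasic-site duplex (50 nM) by 0.75 nM APE1, after 15 min compound preincubation, measured as fluorescence increase over three 60 s reads. Values normalized to buffer, DMSO and NSC13755 control wells.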
Apoferritin bind = qHTS Assay for Identification of Novel General Anesthetics; 350,000 tested, 0.074% active; Potency, µM (highest dose often 77.5 µM), inactives show at the highest dose activity change, negative = displacement, most hits filed as inhibitors; apoferritin/1-aminoanthracene competitive binding, fluorescence; Ferritin light chain (Equus caballus), P02791; note: potency is the fitted concentration of half-maximal effect; % is set by controls: 0 for no effect and ±100 for the full control effect; nearly all actives have a fitted effect of over 20% in size
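Steps: apoferritin (10 uM) was premixed with half-saturated 1-AMA in PBS, compounds were pin-transferred, plates stood 10 min at room temperature, fluorescence was read at 380/535 nm, and curves were fitted with a Hill equation.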
* marks the source's active call; other numbers are inactive results; ? = inconclusive; . = not tested or not shown; [ ] = dose if it differs, or a comment. Unless noted, calls come from the whole dose curve; as a rule, active = well fitted curve in the direction sought with a large enough effect; inconclusive = small, poorly fitted or top-dose-only effect, or another doubt; inactive = no such curve, though single readings can be large; an effect the other way counts as inactive or inconclusive. Only part of the results is shown. The share of hits here may be higher or lower than overall.

SMILES	Pol kappa inh	ERG-DNA inh	Pol beta inh	ALOX12 inh	LDHA inh	Pol eta inh	RGS4 inh	APEX1 inh	Apoferritin bind
COc1ccc(C(=O)CN2C(=O)NC3(CCCc4ccccc43)C2=O)cc1OC (centres undefined)	-1.7%	-6.3%	26.5%	-15.2%	5.4	-13.2%	1.1%	10.5%	-16.1%
Cc1ccccc1NS(=O)(=O)c1cc(C(=O)N2CCCC2)ccc1C	-3.6%	-10.6%	-1.5%	132.2%[activator]	1.7	1.4%	-29.1%	10.1%	4.3%
COc1ccc(/C=C/C(=O)NCc2nc3ccccc3[nH]2)cc1OC	-3.7%	3.3%	3.1%	4.4%	-4.0	-15.2%	-8.3%	-0.9%	-1.0%
O=C(NCc1ccco1)c1ccc(Oc2ccccc2)cc1	-21.8%	-7.9%	-7.0%	0.0%	-6.4	-10.6%	-30.8%	22.8%	-23.3%
COC(=O)[C@@H](N)CS	-3.8%	-1.9%	-9.3%	?	-2.6	-6.1%	?	3.7%	6.8%
O=C(NCc1nnc(SCC(=O)N2CCc3ccccc32)o1)c1ccco1	-14.0%	0.0%	-1.2%	6.3%	-5.7	5.9%	16.7%	-0.3%	-10.9%
O=C(Nc1sc2c(c1C(=O)O)CCCCC2)c1cccnc1	-19.4%	-7.3%	-14.3%	.	-2.4	-9.6%	-19.0%	-11.6%	-4.6%
O=C(Nc1ccn(Cc2ccc(Cl)cc2)n1)c1ccc2c(c1)OCO2	-10.6%	4.0%	8.5%	-21.2%	-1.2	-18.1%	-14.7%	14.7%	-18.5%
COc1ccc(S(=O)(=O)N(CC(=O)Nc2ccc(S(=O)(=O)N3CCOCC3)cc2)Cc2ccc(F)cc2)cc1	-3.4%	4.9%	-2.6%	3.1%	-5.9	-18.3%	12.3%	-5.7%	0.9%
CC1CCc2c(sc(N)c2C(N)=O)C1 (centres undefined)	-7.5%	-10.6%	8.5%	?	11.7	-0.3%	-51.5%	0.2%	-11.5%
C/C(=N\Nc1ccc(F)cc1F)c1ccc(Br)s1	9.2%	-2.5%	8.6%	31.6µM*	8.4	-9.2%	?	-1.6%	-8.3%
CCCCn1c(N)c(N(CCOC)C(=O)CSCc2cccc(C)c2)c(=O)[nH]c1=O	-8.6%	2.4%	.	?	-9.1	6.2%	13.0%	3.7%	.
CCOc1ccccc1NC(=O)Cn1cnc2c(cnn2-c2ccc(C)c(C)c2)c1=O	-3.0%	-0.7%	25.8%	-0.9%	0.9	4.3%	27.8%	-0.2%	-9.6%
O=C(NN1S(=O)(=O)c2ccccc2S1(=O)=O)c1ccc(Br)cc1	-4.6%	5.3%	3.3%	-52.5%	-0.2	-2.2%	7.7%	16.7%	2.1%
Cc1nc2sc(C(c3cccc(F)c3)N3CCC(O)CC3)c(O)n2n1 (centres undefined)	0.1%	2.4%	26.4%	10.2%	-6.7	-1.1%	-34.4%	-11.5%	-5.1%
CC1=CC(=C2C(=O)c3ccccc3C2=O)C=C(C)O1	-24.4%	-4.1%	22.7%	-2.5%	-3.3	5.6%	5.8%	-3.4%	-2.8%
Cc1cccc(NC(=O)CSc2nnc([C@@H](N)Cc3ccccc3)o2)c1C	-2.2%	-2.0%	38.9%	11.5%	-2.5	-15.4%	-17.5%	-5.7%	-15.8%
C/C(N)=C(/C#N)C(=O)COC(=O)c1cccc2ccccc12	-27.0%	24.8%	10.9%	-8.9%	-4.1	-5.7%	24.1%	-0.6%	5.7%
O=S1(=O)CCN2C(c3cccc4ccccc34)=CSC2=N1	-14.9%	-1.8%	6.4%	-1.7%	-10.1	-11.7%	12.7%	2.5%	-4.5%
COc1ccccc1NC(=O)c1ccc2c(O)c(S(=O)(=O)c3ccccc3)c(=O)[nH]c2c1	-0.6%	9.6%	7.0%	-5.6%	-1.8	-7.2%	-18.5%[56.9 µM]	35.0%	7.0%
Cc1cc(Oc2ccccc2)nc(NCc2ccccc2)n1	-15.1%	2.3%	12.5%	15.4%	-11.8	-24.3%	9.3%	-0.7%	-18.3%
O=c1c2ccccc2[nH]c(=S)n1Cc1ccccc1Cl	-3.0%	2.2%	-7.8%	0.0%	-4.8	-11.2%	-17.6%	32.0%	0.2%
O=C(Nc1ccc2nn(-c3ccccc3)nc2c1)c1cccs1	-4.0%	.	-4.3%	11.5%	-1.8	-2.7%	-22.6%	-2.0%	42.0%[activator]
COc1cc(C(=O)n2nc(C)cc2C)ccc1O	-2.9%	1.8%	-29.3%	0.0%	-1.8	-5.6%	-32.1%	-7.3%	-11.4%
CNC(=O)CC(C(=O)O)c1ccc(OC(C)C)cc1 (centres undefined)	0.2%	-5.5%	-0.1%	-4.7%	-8.6	-14.4%	3.4%	-11.6%	1.2%

2 successive entries from above, for reference:
SMILES	Pol kappa inh	ERG-DNA inh	Pol beta inh	ALOX12 inh	LDHA inh	Pol eta inh	RGS4 inh	APEX1 inh	Apoferritin bind
COc1cc(C(=O)n2nc(C)cc2C)ccc1O	-2.9%	1.8%	-29.3%	0.0%	-1.8	-5.6%	-32.1%	-7.3%	-11.4%
CNC(=O)CC(C(=O)O)c1ccc(OC(C)C)cc1 (centres undefined)	0.2%	-5.5%	-0.1%	-4.7%	-8.6	-14.4%	3.4%	-11.6%	1.2%

Remaining list, next part:
SMILES	Pol kappa inh	ERG-DNA inh	Pol beta inh	ALOX12 inh	LDHA inh	Pol eta inh	RGS4 inh	APEX1 inh	Apoferritin bind
COc1ccc(S(=O)(=O)NCc2ccccn2)cc1NC(=O)c1ccccc1	4.7%	-2.5%	-2.7%	-5.3%	-0.9	5.6%	9.9%	7.6%	-12.4%
COC(=O)CS(=O)(=O)c1ccc2c(c1)CC(=O)N2	-11.4%	2.1%	-2.4%	12.7%	-2.5	?	-14.9%	0.5%	-13.7%
COc1cccc(NC(=O)CN(C)C(=O)Cc2n[nH]c(=O)c3ccccc23)c1	-9.3%	8.4%	.	22.9%	-0.8	-0.9%	12.4%	-15.0%	.
N#Cc1cccc(-c2nc(N3CCNCC3)c3ccccc3n2)c1	-0.8%[60.1 µM]	.	.	-5.4%	.	.	.	-2.0%	-12.5%
CC(CCc1ccccc1)NC(=O)C(Cc1ccccc1)NS(=O)(=O)c1cccs1 (centres undefined)	-8.9%	.	1.1%	-5.1%	-1.3	-3.9%	28.8%	-1.9%	-19.1%
CCC(C)(C)NC(=O)C(c1ccc(C)cc1)N(CC1CCCO1)C(=O)c1csnn1 (centres undefined)	-8.0%	-8.3%	37.2%	-11.1%	-5.1	2.7%	-1.2%	11.3%	0.8%
O=C(Nc1ccc(F)cc1)Oc1ccccc1N1CCOCC1	-6.8%	1.5%	13.4%	475.4%[activator]	0.0	-8.5%	5.6%	4.5%	-4.6%
CN(CC1COc2ccccc2O1)C(=O)CSc1ncnc2sccc12 (centres undefined)	7.1%	-2.5%	.	-4.6%	-1.2	-13.3%	-20.8%	-8.6%	.
O=C(Nc1ccc([N+](=O)[O-])cc1)Nc1ccc(N2CCOCC2)c2nonc12	-10.6%	7.8%	29.6%	?	2.4	?	22.7%	-4.9%	-1.1%
N/C(=N\OC(=O)c1ccc(Cl)cc1Cl)c1cccnc1	-8.5%	-6.1%	14.3%	-23.9%	-4.5	-3.6%	-4.8%	1.7%	-13.2%
Cc1ccc(NC(=O)c2oc3ccc(S(=O)(=O)N4CCCCC4)cc3c2C)c(C)c1	-0.5%[60.1 µM]	-3.4%	9.7%	-20.7%	0.2	-11.0%	-10.2%	.	28.1%
CC(=O)O[C@H](COc1c2ccoc2cc2oc(=O)ccc12)C(C)(C)O	-29.2%	-8.2%	.	6.9%	-4.0	-13.5%	13.2%	-11.8%	.
Cc1nnc(SCc2c(Cl)cccc2Cl)n(N)c1=O	1.8%	1.3%	-19.0%	-1.0%	-5.2	-3.7%	12.0%	3.2%	?
CCOc1cc(C2C(C#N)=C(N)OC(C)=C2C(C)=O)c(Br)c(Br)c1OC(C)C (centres undefined)	-14.6%	-6.1%	-1.6%	.	5.2	-15.8%	-28.8%	0.2%	-15.7%
O=S1(=O)N=C2CCCCCN2C(c2ccncc2)N1 (centres undefined)	6.1%	-1.3%	28.0%	0.0%	-4.6	6.9%	-4.9%	3.3%	-4.6%
O=C(NCc1ccco1)NC(=O)c1csc([N+](=O)[O-])c1	-8.8%	4.0%	-0.6%	?	-3.2	5.3%	1.2%	31.1%[activator]	1.0%
CCOC(=O)c1ccc(N2CCOCC2)c(NC(=O)c2ccc3c(c2)OCO3)c1	-10.9%	-21.2%	12.9%	1.4%	-4.6	-17.9%	-4.0%	-7.7%	-3.7%
CCCCOC(=O)c1sc2nc(C)cc(C)c2c1N	-10.5%	-0.9%	?	.	-1.1	-8.4%	-2.8%	-9.0%	4.2%

Assay outcomes deposited in PubChem by National Center for Advancing Translational Sciences (NCATS).
